UTI89 phage lysis: inhibition of K1F phage lysis, E. coli UTI89, bacterial capsule biogenesis inhibitors, alamar blue (AID 488966); E. coli UTI89 K1F phage lysis, alamar blue, 2 h; higher % means a stronger effect; one-dose inhibition, % at 100 µM; IC50 in µM for titrated hits; 340,000 tested, 0.02% active;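 active = phage lysis inhibition, versus mean bacterial control, above a set limit; inconclusive = no clear call, values can overlap the other calls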;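 also: capsule biogenesis inhibitors block K1F phage lysis so surviving cells raise fluorescence; higher fluorescence means more inhibition of phage lysis; actives were called in the ten point dose series up to 300 µM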
XIAP antagonists: XIAP antagonists, biochemical, IAP family, fluorescence polarization (AID 1018) | XIAP BIR domain, fluorescence polarization peptide displacement; higher % means a stronger effect | E3 ubiquitin-protein ligase XIAP (Homo sapiens) | displacement, % at 20 µM; hits with a dose series show IC50 in µM | 200,000 tested, 0.007% active; in the data active = displacement above about 50%; also: a part of the inactive calls stands beside numbers as strong as those of hits
NS5 inhibitors: Dengue-2 NS5 methyltransferase inhibitors, primary screen, biochemical, confirmation dose response (AID 588689) | Genome polyprotein (Dengue virus type 2 (strain 16681-PDK53)) | Dengue-2 NS5 methyltransferase capping enzyme assay, biochemical; higher % means a stronger effect | inhibition, % at 25 µM; hits with a dose series show IC50 in µM | 340,000 tested, 0.3% active; in the data active = a potency from the dose series; inconclusive = inhibition above about 29% without an active follow-up result
RSV antiviral HEp-2: RSV antiviral activity via CPE protection, HEp-2 cells, primary 10 µM value included (AID 2391); HEp-2 cells, RSV-induced CPE inhibition; higher % means a stronger effect; one-dose CPE inhibition, % at 10 µM; IC50 in µM for titrated hits; 310,000 tested, 0.13% active; in the data active = a potency from the dose series; inconclusive = CPE inhibition mostly from about 23% at the one dose, without a potency; inactive = the rest, 99 in 100 with CPE inhibition below about 21%; also: strong numbers were not always called active
Yfh1-off respiration: enhancers of respiration in Yfh1-depleted yeast, dose response, Friedreich's ataxia, plus single-dose screen (AID 1465) | 220,000 tested, 0.074% active | S. cerevisiae Yfh1-off respiration, WST-1 reduction, 72 h; higher fold induction means a stronger effect | one-dose fold induction at 50 µM; EC50 in µM for titrated hits;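 active = fold induction of absorbance versus untreated yeast above a set limit, then at least 30% activation at any dose in follow-up; inconclusive = repeats straddling the limit, or above it without dose testing; inactive = fold induction below the set limit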;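 also: activators that raise dye reduction in frataxin-depleted yeast; strong numbers were not always called active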
ER stress rescue: rescue of cells from ER stress-induced death, primary screen, 384-well, CSM14.1, thapsigargin, ATP luminescence (AID 1222). CSM14.1 thapsigargin-induced death rescue, ATP luminescence; higher % means a stronger effect. one-dose cellular ATP content (survival), % at 20 µM; EC50 in µM for titrated hits. 190,000 tested, under 10 active;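 active = EC50 below 50 µM in the dose-response confirmation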;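 also: death triggered by thapsigargin at about 15 µM added after 2 h compound pretreatment; cell ATP read after overnight thapsigargin exposure of roughly 18 to 22 hours; normalized against plate controls of thapsigargin alone and 5% DMSO vehicle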
West Nile antiviral: West Nile virus antiviral activity, cell-based, CPE readout (AID 1621); West Nile virus-infected cells, CPE inhibition; higher % means a stronger effect; one-dose CPE inhibition, % at 10 µM; IC50 in µM for titrated hits; 290,000 tested, 0.02% active; in the data active = a potency from the dose series; inconclusive = CPE inhibition mostly from about 3.7% at the one dose, without a potency; inactive = the rest, 99 in 100 with CPE inhibition below about 2.2%; also: strong numbers were not always called active
Large T inhibition: SV40 large T antigen inhibitors, biochemical (AID 1903); SV40 large T antigen ATPase/helicase inhibition assay; higher % means a stronger effect; inhibition, % at 20 µM; hits with a dose series show IC50 in µM; 310,000 tested, 0.39% active; in the data active = a potency from the dose series; inconclusive = inhibition mostly from about 32% at the one dose, without a potency; inactive = the rest, 99 in 100 with inhibition below about 32%; also: strong numbers were not always called active
WT yeast gro inh: growth inhibition of WT strain, primary screen, mitochondrial fusion inhibitor project, WT and mutant strains, chemical genetic; inhibition, % at 10 µM; 190,000 tested, 2.1% active; mitochondrial fusion phenotypic screen; in the data active = inhibition above about 58%; tested in S. cerevisiae
WT yeast gro inh mutant strain: recorded beside WT yeast gro inh, whose call it bears; inhibition, %; mitochondrial fusion phenotypic screen, mutant strain inhibition
* marks the source's active call; other numbers are inactive results; i = inactive; ? = inconclusive; . = not tested or not shown; [ ] = another dose, or the depositor's remark.

#	compound	UTI89 phage lysis	XIAP antagonists	NS5 inhibitors	RSV antiviral HEp-2	Yfh1-off respiration
1	CCn1c(=NC(=O)c2ccc(N3C(=O)CCC3=O)cc2)sc2c(OC)ccc(OC)c21	1.0%	-53.9%	2.1%	0.8%	i
2	Clc1ccc(-c2csc(N/N=C/c3ccc4c(c3)OCO4)n2)cc1	1.5%	-18.3%	1.8%	9.0%	i
3	Cc1nc(Cl)c(C(=O)NCc2ccccc2)c(C)c1[N+](=O)[O-]	0.2%	.	-4.6%	-1.7%	.
4	Cc1ccccc1OCC(=O)Nc1nnc(-c2ccco2)s1	1.7%	.	6.1%	.	i
5	Cc1cccc(C(=O)OCC(=O)c2ccc3c(c2)OCO3)c1O	1.1%[50 µM]	.	1.3%	0.2%	.
6	CN1CCN(C2Cc3ccccc3Sc3ccc(Cl)cc32)CC1 (stereo unspecified)	-3.1%	.	0.0%	4.4%	.
7	CCOC(=O)c1ccccc1NC(=O)c1cccnc1	1.9%	-7.9%	3.2%	0.3%	i
8	Cc1c2ccccc2nc2c(F)c(N(C)C)c(F)c(F)c12	0.6%[50 µM]	-5.6%	?	-0.8%	i
9	CC1CCCCN1S(=O)(=O)c1ccc(NC(=O)c2cccs2)cc1 (stereo unspecified)	i	-4.8%	-2.1%	38.9%	i
10	CC(=O)N1CCCc2cc(S(=O)(=O)N3CCCC(C(=O)Nc4ccccc4C)C3)ccc21 (stereo unspecified)	-0.1%	.	11.5%	0.6%	.

#	ER stress rescue	West Nile antiviral	Large T inhibition	WT yeast gro inh	WT yeast gro inh mutant strain
1	-1.9%	0.7%	5.0%	8.9	-8.6
2	-2.6%	-0.9%	0.7%	28.3	11.3
3	.	-0.2%	6.3%	.	.
4	.	0.7%	7.7%	.	.
5	.	-0.5%	10.0%	.	.
6	.	.	12.1%	.	.
7	-0.8%	0.6%	4.3%	8.5	-1.0
8	-1.5%	-1.0%	1.8%	44.9	23.3
9	1.6%	-0.1%	-4.3%	-5.8	-6.9
10	.	-0.2%	-5.4%	.	.

(continued)
#	compound	UTI89 phage lysis	XIAP antagonists	NS5 inhibitors	RSV antiviral HEp-2	Yfh1-off respiration
11	CC(C)C[C@H]1COCCS(=O)(=O)N1Cc1cccc(F)c1	-0.3%	.	-5.5%	-2.4%	i
12	CCOc1ccc(NC(=O)CN(C)C(=O)c2ccccc2CCc2ccccc2)cc1OCC	-0.5%[50 µM]	.	0.7%	-0.2%	.
13	CCCNC(=O)c1nc2ncc(Br)cn2n1	1.9%	2.9%	-2.5%	-0.1%	i
14	CCCOc1ccc(OCCNC2CCCC2)cc1	1.6%	-2.2%	-1.1%	0.0%	i
15	O=C(O)c1ccc(N/N=C/c2cccc(C(F)(F)F)c2)cc1	0.0%	.	1.9%	5.5%	.
16	CC(C)(C)c1ccc(C(=O)NCC(=O)OCC(=O)Nc2nc(-c3ccc(F)cc3)cs2)cc1	0.1%	-4.0%	-5.9%	11.1%	i
17	O=C(c1cccs1)N(c1ccc(Br)cc1)C1C=CS(=O)(=O)C1 (stereo unspecified)	0.3%	-5.8%	3.6%	1.4%	i
18	CC(Oc1ccccc1)C(=O)N1CCN=C1SCc1ccc(F)cc1 (stereo unspecified)	0.3%	.	-5.6%	0.0%	i
19	O=C(Nc1ccc2oc(=O)ccc2c1)c1ccc(-c2cccc([N+](=O)[O-])c2)o1	.	.	.	5.8%	i
20	COc1ccc2c(C)cc3nncn3c2c1	-1.7%	-12.1%	0.8%	-1.8%	i

#	ER stress rescue	West Nile antiviral	Large T inhibition	WT yeast gro inh	WT yeast gro inh mutant strain
11	.	-0.2%	5.7%	.	.
12	.	.	12.7%	.	.
13	-0.7%	0.1%	5.5%	5.0	9.6
14	0.0%	-1.4%	18.9%	23.7	34.2
15	.	0.5%	10.2%	.	.
16	-0.1%	0.3%	6.5%	-1.3	-9.8
17	-1.5%	0.6%	1.0%	8.9	-12.4
18	.	0.1%	16.5%	.	.
19	.	1.5%	7.7%	.	.
20	-0.4%	-0.2%	-1.7%	7.0	21.4

From compound 14 as far as 19, as listed above:
#	compound	UTI89 phage lysis	XIAP antagonists	NS5 inhibitors	RSV antiviral HEp-2	Yfh1-off respiration
14	CCCOc1ccc(OCCNC2CCCC2)cc1	1.6%	-2.2%	-1.1%	0.0%	i
15	O=C(O)c1ccc(N/N=C/c2cccc(C(F)(F)F)c2)cc1	0.0%	.	1.9%	5.5%	.
16	CC(C)(C)c1ccc(C(=O)NCC(=O)OCC(=O)Nc2nc(-c3ccc(F)cc3)cs2)cc1	0.1%	-4.0%	-5.9%	11.1%	i
17	O=C(c1cccs1)N(c1ccc(Br)cc1)C1C=CS(=O)(=O)C1 (stereo unspecified)	0.3%	-5.8%	3.6%	1.4%	i
18	CC(Oc1ccccc1)C(=O)N1CCN=C1SCc1ccc(F)cc1 (stereo unspecified)	0.3%	.	-5.6%	0.0%	i
19	O=C(Nc1ccc2oc(=O)ccc2c1)c1ccc(-c2cccc([N+](=O)[O-])c2)o1	.	.	.	5.8%	i

#	ER stress rescue	West Nile antiviral	Large T inhibition	WT yeast gro inh	WT yeast gro inh mutant strain
14	0.0%	-1.4%	18.9%	23.7	34.2
15	.	0.5%	10.2%	.	.
16	-0.1%	0.3%	6.5%	-1.3	-9.8
17	-1.5%	0.6%	1.0%	8.9	-12.4
18	.	0.1%	16.5%	.	.
19	.	1.5%	7.7%	.	.

Additional records follow.
#	compound	UTI89 phage lysis	XIAP antagonists	NS5 inhibitors	RSV antiviral HEp-2	Yfh1-off respiration
21	Cc1ccc2c(c1)N(CC(=O)N1CCCC1)C(=O)CO2	1.3%	.	-2.7%	1.1%	.
22	CC1CCN(C(=O)c2ccccc2NC(=O)Cc2ccccc2)CC1	0.2%[50 µM]	.	0.0%	0.8%	.
23	O=C(Nc1ccccc1Cl)C1Cc2ccccc2O/C1=N\O (stereo unspecified)	0.2%	.	-0.7%	1.2%	.
24	CCC(CO)NCc1ccc(-c2ccccc2)cc1 (stereo unspecified)	2.3%[50 µM]	-2.9%	-1.3%	-1.1%	i
25	O=C(Nc1cc(Br)ccc1O)c1cc(-c2ccco2)on1	-1.0%	.	2.9%	2.1%	.
26	CSc1nsc(SCc2ccc(Cl)cc2)n1	1.6%	-2.7%	-6.4%	0.4%	i
27	Cc1nn(-c2ccccc2)nc1C(=O)Oc1cc(C(F)(F)F)nn1-c1ccccc1	-1.2%	.	1.5%	0.9%	i
28	CCOc1ccc(OCCCC(=O)NNC(=O)c2ccncc2)cc1	1.8%[50 µM]	.	-0.7%	1.1%	.
29	COc1ccc(CN(CC(=O)NCc2ccc(F)cc2)C(=O)c2csnn2)cc1	0.0%	.	-9.1%	1.4%	.
30	Cc1cc2oc(C(=O)NCCc3ccc(S(N)(=O)=O)cc3)c(C)c2cc1C	-0.1%	-10.3%	-3.8%	2.9%	i

#	ER stress rescue	West Nile antiviral	Large T inhibition	WT yeast gro inh	WT yeast gro inh mutant strain
21	.	0.5%	9.3%	.	.
22	.	-0.7%	9.2%	.	.
23	.	-0.4%	21.7%	.	.
24	-3.9%	-0.6%	26.9%	-11.1	-4.8
25	.	-0.2%	6.4%	.	.
26	-3.6%	0.6%	3.9%	11.1	3.0
27	.	0.5%	9.3%	.	.
28	.	.	10.4%	.	.
29	.	-0.6%	4.9%	.	.
30	-2.1%	-0.2%	-1.3%	3.0	-0.2

The list continues:
#	compound	UTI89 phage lysis	XIAP antagonists	NS5 inhibitors	RSV antiviral HEp-2	Yfh1-off respiration
31	COc1cc(C(=O)N[C@@H](Cc2c[nH]c3ccccc23)C(=O)O)cc(OC)c1OC	0.3%	.	-3.3%	1.1%	.
32	O=C(CNc1ccc(F)cc1)N/N=C1\CCCc2ccccc21	0.8%	0.0%	-5.2%	0.1%	i
33	COc1cc(NC(=O)COc2c(C)cc(C)cc2[N+](=O)[O-])c(OC)cc1Cl	0.3%	-5.7%	-0.9%	4.2%	i
34	Clc1cccc(Oc2ncccn2)c1	2.3%	-8.4%	.	0.6%	i
35	N/C(=N\OC(=O)c1ccccc1Cl)c1cccnc1	3.8%	-1.9%	0.7%	5.8%	i
36	COc1ccc(/C(N)=N/OC(=O)CCC2CCCC2)cc1	0.4%[50 µM]	.	-3.2%	0.7%	.
37	Cc1ccc(C2(C)NC(=O)N(CC(=O)Nc3cccnc3Cl)C2=O)cc1 (stereo unspecified)	0.1%	-2.9%	-2.4%	-0.1%	i
38	Cc1ccc2nc(C)cc(C(=O)N3CCCC(N4CCN(c5ccccc5C)CC4)C3)c2c1 (stereo unspecified)	0.1%[50 µM]	.	2.6%	7.3%	.
39	COc1ccc(-c2cc3nc4c(c(=O)n3[nH]2)CCC4)cc1	0.0%	-2.1%	4.8%	1.6%	i
40	Cc1ccc(-c2nnn(CC(=O)N(c3ccc4c(c3)OCCO4)C(C(=O)NCC3CCCO3)c3ccc(F)cc3)n2)o1 (stereo unspecified)	-0.8%	-7.6%	2.2%	-1.1%	i

#	ER stress rescue	West Nile antiviral	Large T inhibition	WT yeast gro inh	WT yeast gro inh mutant strain
31	.	0.2%	2.2%	.	.
32	1.4%	-0.3%	2.6%	-4.3	-14.6
33	-3.2%	-0.8%	2.1%	18.9	16.5
34	-1.5%	0.0%	3.1%	3.2	0.4
35	-5.1%	0.1%	10.2%	4.0	12.5
36	.	0.0%	9.8%	.	.
37	0.1%	-1.0%	5.3%	9.4	1.5
38	.	-0.4%	10.2%	.	.
39	-3.0%	-0.2%	9.0%	-1.7	-18.9
40	.	-0.5%	5.8%	-10.5	-18.5

The list goes on:
#	compound	UTI89 phage lysis	XIAP antagonists	NS5 inhibitors	RSV antiviral HEp-2	Yfh1-off respiration
41	Cc1ccc(C(=O)CSc2nnc3c4ccccc4nc(C(C)(C)C)n23)cc1	0.1%	-22.1%	-9.1%	0.7%	i
42	O=C1CC(C(=O)N(c2ccccc2)C(C(=O)NC2CCCC2)c2ccncc2)CS1 (stereo unspecified)	-0.1%	-7.9%	-3.9%	1.6%	i
43	COc1ccc(Cn2c(=O)[nH]c3cc(C(=O)N4CCN(c5ccccc5F)CC4)ccc3c2=O)cc1	-0.4%	.	-3.7%	1.3%	.
44	CCOC(=O)C1CCN(C(=O)c2cc3cc4ccc(C)cc4nc3o2)CC1	0.3%	.	7.1%	2.2%	.

#	ER stress rescue	West Nile antiviral	Large T inhibition	WT yeast gro inh	WT yeast gro inh mutant strain
41	-2.4%	-0.6%	31.1%	12.8	7.1
42	-0.9%	-0.1%	7.8%	-1.5	2.8
43	.	-0.4%	11.3%	.	.
44	.	0.0%	-2.6%	.	.
